# Screening data from PubChem.
# IMPase Li inh = IMPase inhibition in cells with lithium potentiation; Potency, µM (doses to about 59.4 µM), for the others: at the highest dose activity, negative = IMPase inhibition, most hits filed as inhibitors; actives 0.35% (n = 210,000); CHO-M1 cells, IP1 TR-FRET (IP-One), carbachol + lithium; AID 1457;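 further: IP1 builds up when IMPase is blocked and the TR-FRET signal falls; potency means the concentration at half of the fitted maximal effect; plate controls were basal vehicle for no effect and high inhibitor control for full effect; nearly all actives have a fitted effect of over 50% in size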
#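 CHO cells stably expressing M1 receptor (2000/well) were cultured 16–30 h, then exposed to compounds with a small lithium addition for 30 min at 37C. IP1 was measured by TR-FRET competition; AC50 from Hill fits.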
# Luc counter = blocks Kinase-Glo luciferase, a counter-screen artifact | Potency, µM (series often up to 38.3 µM), inactives show top-dose activity change, negative = inhibition, most hits filed as inhibitors | actives 0.28% (n = 200,000) | AID 1379 | Kinase-Glo luciferase, ATP luminescence, 8 min; further: potency means the concentration at half of the fitted maximal effect; on the % scale 0 is the no-effect control and ±100 the full control effect; nearly all actives have a fitted effect of over 60% in size
#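 Kinase-Glo luciferase light output from ATP and luciferin was measured with 10 uM ATP, within the enzyme's linear range. Buffer: 50 mM imidazole pH 7.2, 50 mM KCl, 7 mM MgCl2, 0.01% Tween 20, 0.05% BSA; luminescence read after 8 min at ambient temperature.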
# Epigenetic derep = derepresses silenced GFP reporter in murine cells; murine LDR cells, GFP reporter derepression, 30 h; Potency, µM (highest dose often 53.9 µM), without a hit: at the highest dose GFP activation, actives largely listed as activators; actives 0.2% (n = 280,000); AID 1865; further: potency means the concentration at half of the fitted maximal effect; % of control where 0% means no effect; nearly all actives have a fitted effect of over 60% in size
#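 Reporter derepression read as number of fluorescent GFP-positive objects, 20-120 um in size, counted by laser-scanning cytometer. Mouse LDR line with an epigenetically silenced CMV-GFP locus; compound incubation 30 h, 37 C.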
# CBFb-RUNX1 inh = CBF-beta/RUNX1 interaction disruption; AlphaScreen CBFb-His/RUNX1-biotin binding, biochemical; AID 1477; Q01196+Q13951; 230,000 tested, under 10 active; Potency, µM (highest dose often 59.8 µM), for inactives: at the highest dose activity, negative = inhibition, most hits filed as inhibitors; further: % of control where 0% means no effect
# Target sequence (Q01196 whole entry, looked up): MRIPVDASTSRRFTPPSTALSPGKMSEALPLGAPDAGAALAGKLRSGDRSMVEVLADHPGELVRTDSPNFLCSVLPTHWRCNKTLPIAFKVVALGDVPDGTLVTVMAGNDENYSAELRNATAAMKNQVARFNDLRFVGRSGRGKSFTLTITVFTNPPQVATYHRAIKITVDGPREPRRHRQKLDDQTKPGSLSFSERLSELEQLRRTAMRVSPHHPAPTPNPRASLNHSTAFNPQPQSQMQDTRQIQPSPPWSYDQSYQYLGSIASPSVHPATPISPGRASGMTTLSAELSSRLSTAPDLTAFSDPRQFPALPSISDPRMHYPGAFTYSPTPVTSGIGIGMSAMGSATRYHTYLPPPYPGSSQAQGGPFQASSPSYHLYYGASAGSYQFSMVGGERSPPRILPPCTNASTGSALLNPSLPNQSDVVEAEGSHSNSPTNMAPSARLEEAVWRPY
# Target sequence (Q13951 whole entry, looked up): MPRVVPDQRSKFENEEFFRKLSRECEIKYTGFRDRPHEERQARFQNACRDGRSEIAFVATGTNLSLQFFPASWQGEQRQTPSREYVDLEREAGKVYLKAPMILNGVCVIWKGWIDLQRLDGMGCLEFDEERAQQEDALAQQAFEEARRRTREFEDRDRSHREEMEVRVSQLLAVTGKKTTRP
#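 Inhibition was taken as any reduction in AlphaScreen signal from the CBF-beta–RUNX1 pair (His and biotin tags, 30 nM each), measured after compound (15 min) and bead (90 min) incubations at room temperature.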
# HTT aggregate = inhibitors of mutant huntingtin aggregate formation in PC12 cells. PC12 HttQ103-GFP aggregates, Acumen cytometry, 40 h. Potency, µM (top dose mostly 46.1 µM), for inactives: at the top dose activity change, negative = inhibition, hits mostly inhibitors. actives 1.1% (n = 220,000). AID 1688; further: potency means the concentration at half of the fitted maximal effect; on the % scale 0 is the no-effect control and ±100 the full control effect; nearly all actives have a fitted effect of over 60% in size
#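 Steps: seed 1500 PC12 HTTQ103-GFP cells/well; add tebufenozide, 100 nM final; add compound titration; add ATPLite reagent; quantify GFP aggregates by laser scanning cytometry.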
# NPSR antagonist = antagonists of human neuropeptide S receptor cAMP signaling | Potency, µM (series often up to 38.3 µM), inactives show top-dose activity change, negative = inhibition, usual class: inhibitors | CHO-NPSR cells, cAMP TR-FRET, antagonist mode | actives 1% (n = 220,000) | Q6W5P4; further: potency means the concentration at half of the fitted maximal effect; on the % scale 0 is the no-effect control and ±100 the full control effect; nearly all actives have a fitted effect of over 50% in size; many of its hits are not listed in these tables
# Target sequence (Q6W5P4 whole entry, looked up): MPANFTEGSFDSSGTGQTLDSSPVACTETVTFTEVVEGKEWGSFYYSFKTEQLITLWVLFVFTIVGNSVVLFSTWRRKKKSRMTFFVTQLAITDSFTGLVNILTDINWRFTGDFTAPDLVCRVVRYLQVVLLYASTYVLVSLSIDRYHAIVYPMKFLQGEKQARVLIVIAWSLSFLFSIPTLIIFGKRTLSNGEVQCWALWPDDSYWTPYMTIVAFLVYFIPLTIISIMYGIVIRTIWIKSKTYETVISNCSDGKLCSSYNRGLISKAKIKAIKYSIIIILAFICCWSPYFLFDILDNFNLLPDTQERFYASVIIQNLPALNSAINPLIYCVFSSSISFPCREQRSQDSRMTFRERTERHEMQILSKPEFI
# LMNA splice mod = changes lamin A minigene splicing in HeLa cells. HeLa LMNA splicing GFP/RFP minigene ratio, 48 h. Potency, µM (titrated, usually from 46.1 µM), without a hit: top-dose ratio change, negative = inhibition, most hits filed as inhibitors. actives 0.01% (n = 200,000); active means well fitted inhibition curve with a large enough effect in the signal ratio, with a control signal flat, not every such curve was filed as active; inconclusive means small, poorly fitted or top-dose-only effect, or effect the other way, or a change in a side signal; the % refers to the signal ratio; further: potency means the concentration at half of the fitted maximal effect; on the % scale 0 is the no-effect control and ±100 the full control effect
#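 Read-out is the ratio of GFP to DsRed2 object intensity, acquired by 488 nm laser-scanning cytometry on HeLa lamin A-EGFP minigene reporter cells. Compound incubation 48 hrs at 37 °C in Opti-MEM with 2% FBS; DMSO 0.5% final.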
# Numbers without * were called inactive; u = inconclusive; x = no result given; [ ] = another dose, or the depositor's remark. Unless noted, the call rests on the fitted dose curve; in most records, active means well fitted curve in the direction sought with a large enough effect; inconclusive means small, poorly fitted or top-dose-only effect, or another doubt; inactive means no such curve, though single readings can be large; an effect the other way counts as inactive or inconclusive. This is a subset; rates above refer to the full screens.
Molecule | Epigenetic derep | HTT aggregate | LMNA splice mod | Luc counter | CBFb-RUNX1 inh | NPSR antagonist | IMPase Li inh
COc1cccc(NC(=O)Cn2c(=O)c3c(ncn3Cc3ccccc3)n(Cc3ccccc3)c2=O)c1 | 0.6% | 14% | 11% | -2% | -3% | -25%[46.1 µM] | 40%[activator][38.3 µM]
CCOc1ccc(NC(=O)CCSc2nc3c(c(CC)c2C#N)C(=O)CC(C)(C)C3)cc1 | -4.7% | -10% | u | -5% | 0% | u | 34%[activator][38.3 µM]
CC(C)Oc1ccccc1/C=N/NC(=O)c1ccc(F)cc1 | 1.1% | -4% | 1% | -3% | -1% | 4% | 16%
Cc1ccc(S(=O)(=O)N2CCSC2c2ccco2)cc1 (configuration not stated) | 1.5% | 5% | u | -2% | 8% | -20%[46.1 µM] | 2%[38.3 µM]
COc1cccc(/C=N\n2c(C)nnc2C)c1OC | -1.0% | -11% | -8% | -2% | 1% | -5%[46.1 µM] | x
CCn1c(=O)cc(O)c2ccccc21 | -7.2% | 10% | 0% | x | -2% | -15%[46.1 µM] | x
O=C(c1cc(-c2cccs2)nc2ccccc12)N1CCN(c2ccccc2O)CC1 | -0.1% | -3% | u | 6% | -18% | -36% | 4%
CC(=O)c1cccc(NC(=O)C2CC(=O)N(CCc3ccccc3)C2)c1 (configuration not stated) | 0.8% | -4% | x | -2% | 19% | -4% | -4%
CSc1sc(C)cc1C1C(C#N)=C(N)N(c2cccnc2)C2=C1C(=O)CC(C)(C)C2 (configuration not stated) | -1.0% | -10% | 7% | x | -4% | -27%[46.1 µM] | x
COc1c2c(cc3oc(=O)ccc13)OC(C)(C)C=C2 | 2.4% | -13%[9.22 µM] | x | x | 9% | -9% | x
CCOC(=O)N1CCC(=NNc2nc(C)cc(=O)[nH]2)CC1 | -0.2% | 0% | x | x | -4% | 5% | -8%
O=C(Oc1ccc(N(C(=O)c2ccncc2)S(=O)(=O)c2ccc(F)cc2)cc1)c1ccncc1 | -0.8% | 7% | 3%[46 µM] | 0% | -4% | 4% | 10%
COc1ccc(C(=O)OC(COc2ccccc2)Cn2ccnc2)cc1 (configuration not stated) | -1.0% | -11% | -11% | -1% | -4% | 16% | 7%
COc1ccc2c(c1)c1ncn(CC3CCCO3)c(=O)c1n2C (configuration not stated) | 1.1% | -5%[9.22 µM] | x | x | 14% | 9% | x
CCCOc1ccc(Cn2c(C)nc([N+](=O)[O-])c2SCC(O)COC)cc1[N+](=O)[O-] (configuration not stated) | -1.1% | u | 2% | 2% | -3% | -9%[46.1 µM] | 1%[38.3 µM]
C=CCNS(=O)(=O)c1ccc(OCC(=O)OCC)cc1 | 0.9% | -18% | -6% | 3% | 9% | 1%[46.1 µM] | 0%[38.3 µM]
Cc1ccc(-c2noc(CCC(=O)N3CCCC3)n2)cc1 | -0.4% | -5% | u | -3% | 5% | 5%[46.1 µM] | -5%[38.3 µM]
O=C(CSc1nnc(-c2ccccc2)o1)OCc1ccccc1 | 0.0% | -10% | -1% | -3% | 0% | -15%[46.1 µM] | -10%[38.3 µM]
Cc1csc2c(N3CCCCC3)ncnc12 | 8.7% | 9%[9.22 µM] | 4%[46 µM] | x | 11% | -4% | x
Cc1ccc(S(=O)(=O)/N=S(\C)C(C)C)cc1 (configuration not stated) | 1.1% | -16% | 0% | 0% | 3% | 7% | 1%
O=C(c1ccccc1F)N1CCN(c2ccc([N+](=O)[O-])c(N3CCOCC3)c2)CC1 | 1.0% | 19%[9.22 µM] | x | -5% | 7% | -13% | -4%
Cc1noc(C)c1CSCC(=O)NC1=NCCS1 | -5.1% | 0% | -1% | x | -18% | -5%[46.1 µM] | x
Cc1ccc(C)c(NC(=O)c2ncn[nH]2)c1 | -0.9% | 4% | 14% | -1% | -1% | -8%[46.1 µM] | -8%[38.3 µM]
CN(C)S(=O)(=O)N1CCC(C(=O)O)(c2ccccc2)CC1 | 1.7% | -3% | 15% | 2% | 13% | -13%[46.1 µM] | 5%[38.3 µM]
O=C(CSc1ncccc1-c1nc2ccccc2[nH]1)Nc1ccc2c(c1)OCCO2 | 0.9% | u | -20% | -2% | -8% | -8% | 1%
Cc1c(N=Nc2c(-c3ccc([N+](=O)[O-])cc3)[nH]n(C(N)=S)c2=O)cccc1[N+](=O)[O-] | -1.7% | x | x | -2% | -11% | -52% | 13%
COC(=O)c1c(NC(=O)CN2CCN(c3ccccc3OC)CC2)c2c(C)cccc2n1C | 0.2% | -10% | -3% | 10% | 0% | -6%[46.1 µM] | u
O=C(CCCCN1CCCCC1)c1ccc2c(c1)Cc1ccccc1-2 | -1.1% | -23% | x | 0% | -8% | 1% | 34%[activator]
CCn1c(C)c(P(c2ccccc2)c2ccccc2)[n+]2ccccc12 | 0.9% | -16% | u | 3% | -2% | -53% | 18%
Cc1ccc(-c2ccc3nnc(SCC(=O)NCC4CCCO4)n3n2)cc1 (configuration not stated) | u | -7% | x | 3% | 5% | 11% | -10%
N=c1c2c(-c3ccccc3)c(-c3ccccc3)n(Cc3ccccc3)c2ncn1CCCn1ccnc1 | 1.1% | u | u | -2% | 3% | u | 25%[38.3 µM]
Cn1cc(CN2CCN(CCc3ccccc3)C(CCO)C2)cn1 (configuration not stated) | -0.1% | 2%[9.22 µM] | x | x | 6% | -13% | 3%
Cc1ccc(S(=O)(=O)NC(=S)NC2CCCCC2)cc1 | -0.5% | 10% | -10%[46 µM] | 4% | 12% | 13% | 0%
CCNC(=O)NC(=O)C(C)Oc1ccc(Br)cc1Br (configuration not stated) | -1.4% | -19% | u | 2% | 5% | -13% | 3%
CCCCc1ccc(C(=O)NC(C(=O)O)C(C)C)cc1 (configuration not stated) | 0.9% | -9% | 19% | 1% | 3% | -9%[46.1 µM] | 8%[38.3 µM]
O=C(O)C1CCN(c2c([N+](=O)[O-])cc(C(F)(F)F)cc2[N+](=O)[O-])CC1 | 2.5% | 18% | -16% | -1% | -11% | -15%[46.1 µM] | -6%[38.3 µM]
O=C(NC1CCCC1)c1ccc(COCC(F)(F)C(F)F)o1 | -1.6% | 11% | 3% | -2% | 3% | -18%[46.1 µM] | -12%[38.3 µM]
COC(=O)C1CC(O)CN1C(=O)Nc1ccccc1 (configuration not stated) | -1.4% | 22% | x | 1% | -5% | 12% | -1%
CC(C)CCN1NC2(CCC(C)CC2)NC1=S (configuration not stated) | u | -9%[9.22 µM] | x | x | -7% | 18% | x
C=CCNC(=O)COC(=O)c1ccc(C)c(NC(=O)c2ccco2)c1 | 6.6% | 15% | -2%[46 µM] | 0% | 9% | 3% | 12%
CCOc1ccccc1NC(=O)C(=O)N/N=C/c1ccc([N+](=O)[O-])cc1 | -0.4% | 25% | -13%[46 µM] | 1% | 4% | -6% | 6%
O=C(CSc1ncnc2c1nnn2Cc1ccc(F)cc1)NC1CCCCC1 | 8.5% | 24% | 7%[1.84 µM] | 7% | 14% | -10% | -8%
COc1ccc(/C=N/Nc2ncc(C(F)(F)F)cc2Cl)c(OC)c1OC | 1.1% | -27% | 6% | 1% | -5% | -7% | 1%
COc1ccc(S(=O)(=O)N(C)c2ccc(OCC(=O)Nc3cc(C)on3)cc2)cc1 | 6.7% | -1% | u | 8% | 8% | u | -5%[38.3 µM]
COC(=O)c1ccc(NC(=O)Cn2nc(-c3ccncc3)nc2SCC(=O)Nc2nccs2)cc1 | 0.0% | -6% | 3% | -5% | 0% | 10%[46.1 µM] | 12%[38.3 µM]
Cn1c(=O)c2c(nc(N3CCCCCC3)n2CC(O)COc2ccc(Cl)cc2)n(C)c1=O (configuration not stated) | 0.9% | -17% | 11% | -2% | 3% | -29%[46.1 µM] | 23%[38.3 µM]
CCCCOc1ccc(C(=O)NCCC(=O)NCCCC(=O)OCC)cc1 | 1.1% | -2%[9.22 µM] | x | x | 7% | 0% | x
Cc1cc(Cl)c2c(c1)[C@]1(C(=O)N2)[C@@H]2C(=O)N(Cc3ccccc3)C(=O)[C@@H]2[C@@H]2CCCN21 | 0.0% | -3% | 1% | -1% | -8% | -18%[46.1 µM] | -1%[38.3 µM]
Cn1c(SCC(=O)Nc2nccs2)nnc1-c1ccc(S(=O)(=O)N2CCCC2)cc1 | -4.5% | 3%[9.22 µM] | 9% | 0% | -2% | -10%[46.1 µM] | 3%[38.3 µM]
COc1cc(/C=C/C(=O)OCC(=O)NC(=O)NC(C)(C)C)ccc1OCC#N | -2.5% | 13% | 12% | -1% | -3% | 9% | -6%
CC(=O)Nc1ccc(S(=O)(=O)N(C)CC(=O)OCC(=O)Nc2ccc3c(c2)OCO3)cc1 | -1.3% | u | -4% | -2% | -3% | 10% | -1%
CC(=O)c1cc(-c2ccccc2)n(CC(=O)NC(C)(C)C)c1C | 9.4% | -13% | x | 2% | -1% | 3% | -1%
COCc1[nH][nH]c(=O)c1C=Nc1ccc(Cl)cc1 | -2.2% | -4% | 14% | -2% | 6% | -13%[46.1 µM] | 14%[38.3 µM]
Nc1n[nH]c(C2CCCCC2)n1 | 0.9% | 12%[9.22 µM] | x | -6% | 6% | -7% | -7%
CC(NC(=O)Nc1ccc(Cl)c(Cl)c1)C(c1ccccc1)N1CCOCC1 (configuration not stated) | 1.0% | -7% | u | 3% | 1% | -49% | 19%
Cc1onc(-c2c(F)cccc2Cl)c1C(=O)OCn1nnc2ccccc2c1=O | -1.0% | -30% | u | 1% | 4% | -14% | 19%

# Later entries.
Molecule | Epigenetic derep | HTT aggregate | LMNA splice mod | Luc counter | CBFb-RUNX1 inh | NPSR antagonist | IMPase Li inh
CCOCCCNC(=S)Nc1ccc(S(N)(=O)=O)cc1 | 1.1% | 11% | 7% | -3% | -1% | 17% | 2%
CC(=O)c1sc(N/N=C2\CC3CCC2(C)C3(C)C)nc1C (configuration not stated) | 0.0% | 11%[9.22 µM] | x | -4% | 3% | 0% | 3%
CC1CCc2nc(NC(=O)CN3CCOCC3)sc2C1 (configuration not stated) | 0.1% | 12% | 8% | -2% | 9% | 0%[46.1 µM] | 16%[38.3 µM]
Cc1ccccc1C1CC(c2ccccc2)Nc2ncnn21 (configuration not stated) | -1.5% | 9% | 0% | -1% | -4% | 5%[46.1 µM] | -2%[38.3 µM]

# A stretch of the results above:
Molecule | Epigenetic derep | HTT aggregate | LMNA splice mod | Luc counter | CBFb-RUNX1 inh | NPSR antagonist | IMPase Li inh
CC(=O)c1sc(N/N=C2\CC3CCC2(C)C3(C)C)nc1C (configuration not stated) | 0.0% | 11%[9.22 µM] | x | -4% | 3% | 0% | 3%
CC1CCc2nc(NC(=O)CN3CCOCC3)sc2C1 (configuration not stated) | 0.1% | 12% | 8% | -2% | 9% | 0%[46.1 µM] | 16%[38.3 µM]
